IP6K1 inh: IP6K1 kinase inhibition | 140,000 compounds, 0.81% hits | IP6K1 kinase, ADP-Glo luminescence, 2 h; stronger effect = lower value | activity change, % (series mostly up to about 58 µM) | Q92551; in the data active means activity change below about -25%
Target sequence (Q92551 whole entry, looked up): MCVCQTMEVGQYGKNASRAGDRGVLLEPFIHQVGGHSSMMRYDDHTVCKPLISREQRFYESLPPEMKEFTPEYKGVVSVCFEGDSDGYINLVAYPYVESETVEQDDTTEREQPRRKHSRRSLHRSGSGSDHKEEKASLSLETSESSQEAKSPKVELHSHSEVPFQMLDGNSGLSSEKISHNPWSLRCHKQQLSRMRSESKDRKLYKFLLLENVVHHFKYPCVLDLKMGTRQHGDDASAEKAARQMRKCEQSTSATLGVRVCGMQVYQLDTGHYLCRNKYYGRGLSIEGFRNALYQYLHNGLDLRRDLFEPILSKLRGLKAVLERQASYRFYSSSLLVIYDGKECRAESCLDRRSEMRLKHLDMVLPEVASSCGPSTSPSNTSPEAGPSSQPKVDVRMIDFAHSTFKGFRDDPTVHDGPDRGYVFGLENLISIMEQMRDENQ
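ADP-Glo luminescence measures ADP made by human IP6K1 during a 2 h RT reaction with ATP/IP6 (mix at 1.3 mM/130 uM); top library doses 57.5 and 19.1 uM final.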
SNCA viab count: reduces viability of HEK-293 SNCA reporter cells; HEK-293-SNCA-luc viability, GF-AFC fluorescence, 24 h; Potency, µM (titrated, usually from 57.1 µM), for inactives: top-dose activity change, negative = cytotoxicity, hits mostly cytotoxic; 150,000 compounds, 0.12% hits;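 further: potency means the concentration at half of the fitted maximal effect; 0% = DMSO-treated cells and -100% = medium-only wells without cells; nearly all actives have a fitted effect of over 30% in size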
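Cytotoxicity counterscreen: after 24 h compound treatment of genome-edited SNCA-luciferase HEK-293 cells, live-cell protease substrate GF-AFC read by fluorescence after 30 min; activity scaled between DMSO (0%) and medium-only (-100%), curves Hill-fitted.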
3T3 cytotox: kills NIH 3T3 cells | Potency, µM (doses to about 96.7 µM), inactives show at the highest dose activity change, negative = cytotoxicity, hits mostly inhibitors | 94,000 compounds, 4.3% hits | NIH 3T3 viability, CellTiter-Glo ATP luminescence, 48-72 h | AID 1345082; further: potency means the concentration at half of the fitted maximal effect; nearly all actives have a fitted effect of over 55% in size
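Cytotoxicity was measured by CellTiter-Glo ATP luminescence after 48 or 72 h compound exposure at 37 °C. Mouse NIH 3T3 fibroblasts were seeded at 400 cells/well and dosed by 23 nL pin transfer.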
SNCA expr inh: inhibitors of alpha-synuclein (SNCA) gene expression; HEK-293 SNCA-luciferase knock-in, luminescence, 24 h; Potency, µM (top dose mostly 57.2 µM), without a hit: top-dose activity change, negative = inhibition, most hits filed as inhibitors; 140,000 compounds, 0.17% hits; AID 1671194;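 further: potency means the concentration at half of the fitted maximal effect; plate controls were DMSO cells for no effect and cell-free wells for full effect; nearly all actives have a fitted effect of over 45% in size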
HEK293 tox: kills HEK 293 cells; AID 1345083; Potency, µM (titrated, usually from 115 µM), for the others: at the top dose activity change, negative = cytotoxicity, usual class: inhibitors; 94,000 compounds, 6.6% hits; HEK 293 viability, ATP luminescence (CellTiter-Glo), 48-72 h; further: potency means the concentration at half of the fitted maximal effect; nearly all actives have a fitted effect of over 60% in size
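HEK 293 cells seeded at 250 cells/well were exposed to compound for 48 or 72 hr at 37 degree Celsius. Viability taken as ATP content by CellTiter-Glo luminescence.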
GPT2 inh: inhibitors of human GPT2 alanine aminotransferase | AID 1671188 | Recombinant GPT2, coupled pyruvate oxidase/HRP Amplex Red fluorescence | Q8TD30 | Potency, µM (series often up to 57.7 µM), without a hit: at the highest dose activity change, negative = inhibition, actives largely listed as inhibitors | 100,000 compounds, 0.25% hits; further: potency means the concentration at half of the fitted maximal effect; nearly all actives have a fitted effect of over 60% in size; many of its hits are not listed in these tables
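GPT2 10ng/uL, a-KG 250uM, L-Ala 2mM, HEPES pH7.5 + 0.0001% Tween; 30 min RT. Then Amplex mix (PO/HRP/ThPP), 30 min RT dark, fluorescence. AOA 50uM used as positive control.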
Luciferase inh: inhibitors of firefly (Photinus pyralis) luciferase. P08659. purified P. pyralis luciferase, luminescence, biochemical. Potency, µM (doses to about 115 µM), for inactives: at the top dose activity change, negative = inhibition, actives largely listed as inhibitors. 76,000 compounds, 2.5% hits; further: potency means the concentration at half of the fitted maximal effect; nearly all actives have a fitted effect of over 65% in size
Target sequence (P08659 whole entry, looked up): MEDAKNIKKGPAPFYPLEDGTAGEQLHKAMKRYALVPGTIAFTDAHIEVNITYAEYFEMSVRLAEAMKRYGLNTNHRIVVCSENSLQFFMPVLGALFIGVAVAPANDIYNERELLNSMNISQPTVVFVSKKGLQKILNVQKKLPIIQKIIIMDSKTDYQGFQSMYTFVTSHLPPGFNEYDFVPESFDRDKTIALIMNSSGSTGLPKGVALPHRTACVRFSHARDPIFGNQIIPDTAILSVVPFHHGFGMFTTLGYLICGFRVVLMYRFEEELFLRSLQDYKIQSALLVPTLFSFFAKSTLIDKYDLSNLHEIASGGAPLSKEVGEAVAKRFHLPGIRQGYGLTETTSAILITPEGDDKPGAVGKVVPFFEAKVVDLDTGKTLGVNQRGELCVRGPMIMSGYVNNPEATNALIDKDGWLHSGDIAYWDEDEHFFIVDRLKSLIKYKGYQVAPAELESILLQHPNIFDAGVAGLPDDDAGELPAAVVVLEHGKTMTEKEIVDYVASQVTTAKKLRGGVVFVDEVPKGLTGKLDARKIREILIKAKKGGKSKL
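Luminescence read by CCD imaging after purified firefly luciferase (10nM final) was added to substrate buffer holding 10uM D-luciferin and 10uM ATP, pH 7.5, pre-dosed with compound.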
An asterisk follows results filed as active; i = inactive; ? = inconclusive; / = no result given; [ ] = another dose, or the depositor's remark. Unless noted, the call rests on the fitted dose curve; in most records, active means well fitted curve in the direction sought with a large enough effect; inconclusive means small, poorly fitted or top-dose-only effect, or another doubt; inactive means no such curve, though single readings can be large; an effect the other way counts as inactive or inconclusive. Unless noted, on the % scale 0 is the no-effect control and ±100 the full control effect.

SMILES	IP6K1 inh	SNCA viab count	3T3 cytotox	SNCA expr inh	HEK293 tox	GPT2 inh	Luciferase inh
O=C(NCCOc1ccccc1)c1cnc2c(c1)N(C(=O)Cc1cccc(C(F)(F)F)c1)CCC2	3	-10%	?	-23%	?	-15%	-4%
COc1ccc(C2CC(=O)Nc3c2c(=O)[nH]c2nc4ccccc4n32)cc1 (configuration not stated)	14	-2%	/	-11%	/	/	/
CS(=O)(=O)N1CC2(CCCN2C2COC2)Cc2ccccc21 (configuration not stated)	-2	-1%	i	?	i	-11%	/
COCc1nc(C2CCCN(C(=O)c3cccc(F)c3)C2)no1 (configuration not stated)	13	-14%[12.5 µM]	i	?	5%	i	-7%
COc1cc(CN(C(=O)c2ccc(C)cc2)C2CCS(=O)(=O)C2)cc(OC)c1OC (configuration not stated)	-4	-4%	/	-9%	/	/	/
CS(=O)(=O)N1CCCN(C(=O)Cc2cccs2)c2ccccc21	-7	2%	?	18%	2%	i	5%
Cc1cc(SCC(=O)NCc2ccc(Cl)cc2)nc(=O)[nH]1	0	6%	/	15%	/	/	/
CC(C)(C)OC(=O)N1CCC(c2c(C(=O)NCCN3CCOCC3)cnn2-c2ccc(F)cc2F)CC1	-10	-12%	/	27%	/	/	/
CCC(=O)N1CCc2cc(S(=O)(=O)NC(C(=O)NCCc3ccc(Cl)cc3)C(C)C)ccc21 (configuration not stated)	10	6%	/	-5%	/	/	/
CCn1nccc1C(=O)N1CCCC2(C1)Nc1cccnc1NC2=NCc1ccccc1 (configuration not stated)	15	3%	2%	-5%	3%	-28%	-2%
O=C(NC1CCCC1)N1CCCC(C(=O)N2CCCC2c2nc3ccncc3[nH]2)C1 (configuration not stated)	8	-16%	-9%	-8%	3%	i	/
O=c1cc(-c2ccccc2Cl)nc(-c2ccc(CN3CCC[C@@H](O)C3)cc2)[nH]1	10	-13%	-25%	?	?	i	-11%
CN(C)C(=O)c1cc(-c2ccc(C(F)(F)F)cc2)nc2c1cnn2C	6	/	?	/	?	/	/
COCC(=O)N[C@@H]1CN(Cc2ccc(C)o2)C[C@H]1CO	8	5%	-13%	1%	2%	1%	1%
CC(=O)N1CCC(N[C@H]2C[C@@H](Cc3cc(CN4CCOCC4)on3)C2(C)C)CC1	16	4%[87.6 µM]	-7%[174 µM]	11%[87.6 µM]	-6%[172 µM]	3%[88.5 µM]	-4%[172 µM]
Clc1ccc(-c2cnc([C@@H]3COCCN3Cc3cnc4ccccc4c3)[nH]2)s1	6	-17%[87.6 µM]	?	-24%[87.6 µM]	89µM*	-9%[88.5 µM]	0%[172 µM]
COc1cccc(COC2CN(Cc3ccccn3)C(=O)CN(C(=O)C3=NN(C)C(=O)CC3)C2)c1 (configuration not stated)	15	-10%	1%	1%	-10%	-6%	0%
O=C(NCCc1ccc(Cl)cc1)c1cn2cc(-c3cccc(C(F)(F)F)c3)sc2n1	5	-27%	?	?	?	-29%	/
Cc1ccc(CCNC(=O)c2ccc(CS(=O)(=O)c3ccc(Cl)cc3)o2)cc1	0	-5%	/	9%	/	/	/
O=C(c1ccc(Br)cc1)N(Cc1ccco1)c1ccccn1	26	-6%	/	79%[activator]	/	/	/
CC(C)c1nc(Cn2ncc(N3CCOC(CCN)C3)cc2=O)no1 (configuration not stated)	-5	5%	?	?	-3%	4%	4%
CC(C)C[C@H](NC(=O)[C@@H]1O[C@H]1C(=O)O)C(=O)NCCCCN=C(N)N	31	-30%	/	/	/	i	/
CC(C)c1noc(-c2cn(C3CCN(C(=O)c4ccccc4F)CC3)nn2)n1	-3	8%	-12%	-23%	-28%	i	11%
CO[C@@H]1CO[C@H]2[C@@H]1OC[C@@H]2NS(=O)(=O)c1ccccc1C#N	11	5%[87.6 µM]	i	14%[87.6 µM]	i	2%[88.5 µM]	-6%[172 µM]
COc1cc2c(cc1OC)CN(C(=O)C[C@@H]1CCNC[C@@H]1Cc1cc(-c3ccccc3)on1)CC2	5	-7%	?	-1%	79µM*	3%	0%
CSc1ccc(CCNC(=O)c2cnn(-c3ccccc3)c2-n2cccc2)cc1	21	-1%	/	-30%	/	/	/
O=C(Cc1cccnc1)N1CCC(c2nc(C3CC3)no2)C1 (configuration not stated)	-4	7%	-4%	1%	-6%	-6%	-4%
OCC1(CN2CCCC2)CCN(Cc2ccccc2F)CC1	-7	-10%	?	8%	?	-9%	-5%
CCOc1ccc(-c2c(C)nn3c(C)c(C(=O)NCc4ccc(Cl)cc4)cnc23)cc1OCC	-15	-4%	/	3%	/	/	/
COCCN1C(=O)c2cccn2CC1CNC(=O)COc1ccc(C)cc1 (configuration not stated)	5	6%	-9%	4%	-13%	i	0%
O=C(N1CCCCC1)N1CCN(C2CCNCC2)C(=O)C1	11	-4%	0%	-1%	-2%	5%	/
Cc1noc(C)c1S(=O)(=O)N(CC(=O)Nc1ccc(F)cc1F)c1ccc(C(C)C)cc1	21	?	/	-29%	/	/	/
Cc1nc2c(c(-c3ccc(Cl)cc3)n1)CCN(C(=O)c1ccc(Cl)nc1)CC2	6	5%	-35%	-20%	-17%	-1%	5%
COc1ccccc1CCc1nc(-c2nnn3c2COC(c2ccc(C)cc2)C3)no1 (configuration not stated)	11	-4%	-14%	4%	-1%	1%	6%
COc1ccc(C2Cn3nnc(-c4noc(-c5ccccc5C)n4)c3CO2)cc1 (configuration not stated)	7	21%	-8%	-1%	-2%	0%	-11%
O=C(NCc1cccc(Cl)c1)C1CCN(C(=O)c2sccc2-n2cccc2)CC1	4	2%	/	-11%	/	/	/
CN1CC(=O)N(C2CCCNC2)Cc2c(NCCCc3ccccc3)ncnc21 (configuration not stated)	0	3%	-5%	-15%	-14%	-18%	/
CS(=O)(=O)N1CCCN(Cc2ccc(C#N)cc2)CCNC(=O)CC1c1ccccc1 (configuration not stated)	14	8%	-28%	?	-16%	-17%	-5%
O=C1N[C@H](Cc2ccc(O)cc2)C(=O)N2CC[C@H](NS(=O)(=O)c3ccc(Cl)cc3)C[C@@H]12	13	7%	-9%	17%	-14%	0%	1%
Cn1c(=O)c2sccc2n2c(CCCC(=O)NC3CCCCC3)nnc12	5	-4%	/	?	/	/	/
Cc1nc2c(C(=O)NCCc3ccc(Cl)cc3)c[nH]n2c(=O)c1Cc1ccccc1F	7	4%	/	30%[activator]	/	/	/
COc1ccc(N2CCN(C(=O)CN3C(=O)NC4(CCC(C)CC4)C3=O)CC2)cc1 (configuration not stated)	-11	-3%	-18%	-15%	-1%	?	-1%
COc1cc2c(cc1OC)C(C[C@H]1CN(C(=O)c3ccc(C#N)cc3)CC[C@H]1CC(=O)O)=NCC2	6	13%	-9%	2%	-11%	-23%	7%
CCOC(=O)c1c(C)[nH]c(C)c1S(=O)(=O)N1CCN(c2cccc(C(F)(F)F)c2)CC1	-7	2%	/	?	/	/	/
Cc1c(Cl)cccc1NC(=O)C(C)n1c(=O)cc(C)c2c(C)nn(-c3ccccc3)c21 (configuration not stated)	-7	-3%	/	4%	/	/	/
COc1ccccc1CNC(=O)c1ccc(-c2nc(CS(=O)c3ccccc3)c(C)o2)cc1 (configuration not stated)	-8	5%	/	?	/	/	/
Cc1nc2c(-c3ccccc3)c(C)nn2c(C)c1CCC(=O)NCc1ccccc1Cl	23	3%	/	?	/	/	/
NC(=O)c1cc[nH]c1C1CCCN(C(=O)NC2CCCCC2)C1 (configuration not stated)	4	-7%[12.5 µM]	2%	?	-4%	i	-5%
CCCCSc1nnc2n(-c3ccc(OC)cc3)c(=O)c3c4c(sc3n12)COC(C(C)C)C4 (configuration not stated)	-4	-12%	/	-9%	/	/	/
CCCN1CCC2(CCN(C(=O)c3ccc(C)cc3)CC2)Oc2ccccc21	-7	13%	?	-5%	?	i	-3%

(continued)
SMILES	IP6K1 inh	SNCA viab count	3T3 cytotox	SNCA expr inh	HEK293 tox	GPT2 inh	Luciferase inh
O=C(CN1CCN(Cc2ccccc2Cl)C1=O)NCCc1ccc(Cl)cc1	-4	3%	/	-16%	/	/	/
CC(C)c1ccc(C(=O)N2c3ccccc3CC2c2nc(C3CC3)no2)cc1 (configuration not stated)	17	4%	-19%	19%	?	-9%	-20%
COCCCNC(=O)CCc1c(C)nc2nc(-c3cc(OC)cc(OC)c3)nn2c1C	10	-10%	/	15%	/	/	/
CCC(Sc1ncnc2sc3c(c12)CCCC3)C(=O)OCC(C)C (configuration not stated)	16	-7%	/	-6%	/	/	/
Cc1cc(C)nc(-n2nc(C)c3c2N(Cc2ccccc2C)C(=O)CC3c2ccc(Cl)cc2)n1 (configuration not stated)	-1	-4%	/	-2%	/	/	/
Cc1ccc2c(c1)CC(C)N2S(=O)(=O)c1nnc(NC(=O)C(C)C)s1 (configuration not stated)	-4	-3%	/	-7%	/	/	/

9 structures already listed, sorted by length of the SMILES, rising.
SMILES	IP6K1 inh	SNCA viab count	3T3 cytotox	SNCA expr inh	HEK293 tox	GPT2 inh	Luciferase inh
CCC(Sc1ncnc2sc3c(c12)CCCC3)C(=O)OCC(C)C (configuration not stated)	16	-7%	/	-6%	/	/	/
NC(=O)c1cc[nH]c1C1CCCN(C(=O)NC2CCCCC2)C1 (configuration not stated)	4	-7%[12.5 µM]	2%	?	-4%	i	-5%
CCCN1CCC2(CCN(C(=O)c3ccc(C)cc3)CC2)Oc2ccccc21	-7	13%	?	-5%	?	i	-3%
CC(C)c1ccc(C(=O)N2c3ccccc3CC2c2nc(C3CC3)no2)cc1 (configuration not stated)	17	4%	-19%	19%	?	-9%	-20%
Cc1ccc2c(c1)CC(C)N2S(=O)(=O)c1nnc(NC(=O)C(C)C)s1 (configuration not stated)	-4	-3%	/	-7%	/	/	/
COCCCNC(=O)CCc1c(C)nc2nc(-c3cc(OC)cc(OC)c3)nn2c1C	10	-10%	/	15%	/	/	/
Cc1nc2c(-c3ccccc3)c(C)nn2c(C)c1CCC(=O)NCc1ccccc1Cl	23	3%	/	?	/	/	/
COc1ccccc1CNC(=O)c1ccc(-c2nc(CS(=O)c3ccccc3)c(C)o2)cc1 (configuration not stated)	-8	5%	/	?	/	/	/
Cc1cc(C)nc(-n2nc(C)c3c2N(Cc2ccccc2C)C(=O)CC3c2ccc(Cl)cc2)n1 (configuration not stated)	-1	-4%	/	-2%	/	/	/

Screening data as filed in PubChem.
